Bioassay records (PubChem BioAssay)
PfG6PD inh = PfG6PD (Plasmodium falciparum) enzyme inhibition; PfGluPho enzyme, NADPH resazurin-diaphorase fluorescence; 350,000 tested, 0.78% active; inhibition, % at 20 µM;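 active = inhibition reaching at least a set limit at 20 µM in the primary screen, cut at about 59% in these data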;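 note: 0% = DMSO wells with substrate and 100% = DMSO wells lacking glucose-6-phosphate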
SENP8 block = inhibitors of human SENP8 protease; inhibition, % at 20 µM; AID 602440; Q96LD8; recombinant SENP8, Nedd8 substrate fluorescence; 360,000 tested, 0.64% active; in the data active = inhibition mostly above about 40%, no sharp cut-off; inactive = mostly below about 27%
Target sequence (Q96LD8 whole entry, looked up): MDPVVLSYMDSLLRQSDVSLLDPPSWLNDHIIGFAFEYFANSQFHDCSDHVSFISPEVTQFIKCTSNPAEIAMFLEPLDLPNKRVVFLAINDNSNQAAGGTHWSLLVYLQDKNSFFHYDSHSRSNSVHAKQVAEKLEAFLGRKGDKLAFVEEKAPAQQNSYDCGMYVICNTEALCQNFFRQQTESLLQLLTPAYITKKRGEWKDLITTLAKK
MPTP inh = blocks calcium-induced mitochondrial swelling; isolated mouse mitochondria, Ca2+ swelling absorbance, 30 min; inhibition, % at 10 µM; 360,000 tested, 1.4% active; AID 602449;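 active = inhibition of 50% or more, scaled per plate between neutral and stimulator controls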;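 note: 0% = DMSO wells given calcium and 100% = 1 mM EGTA wells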
SENP7 block = blocks the human protease SENP7; Q9BQF6; recombinant SENP7, Z-RLRGG-aminoluciferin luminescence, 40 min; inhibition, % at 5 µM; 330,000 tested, 1.5% active; AID 434973;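 active = inhibition above about 50% at the single test dose, limit read from the data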;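 note: plate controls were DMSO with enzyme for no effect and no enzyme buffer wells for full effect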
Target sequence (Q9BQF6 706-1050 limits assumed): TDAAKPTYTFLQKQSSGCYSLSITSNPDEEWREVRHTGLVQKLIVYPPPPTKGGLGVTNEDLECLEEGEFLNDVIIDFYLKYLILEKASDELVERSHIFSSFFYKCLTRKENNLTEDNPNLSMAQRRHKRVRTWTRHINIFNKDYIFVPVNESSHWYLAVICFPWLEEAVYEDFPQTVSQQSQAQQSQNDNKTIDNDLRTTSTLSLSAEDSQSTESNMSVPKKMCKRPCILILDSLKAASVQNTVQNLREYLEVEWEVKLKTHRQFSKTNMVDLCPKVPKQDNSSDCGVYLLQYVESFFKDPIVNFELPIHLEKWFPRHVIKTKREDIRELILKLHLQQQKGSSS
ATG4B inh = ATG4B (human) cysteine protease inhibition | Q9Y4P1 | ATG4B cleavage of LC3-PLA2, NBD-HPC fluorescence, 1 h | inhibition, % at 8.33 µM | 340,000 tested, 0.51% active; in the data active = inhibition above about 40%
Target sequence (Q9Y4P1 whole entry, looked up): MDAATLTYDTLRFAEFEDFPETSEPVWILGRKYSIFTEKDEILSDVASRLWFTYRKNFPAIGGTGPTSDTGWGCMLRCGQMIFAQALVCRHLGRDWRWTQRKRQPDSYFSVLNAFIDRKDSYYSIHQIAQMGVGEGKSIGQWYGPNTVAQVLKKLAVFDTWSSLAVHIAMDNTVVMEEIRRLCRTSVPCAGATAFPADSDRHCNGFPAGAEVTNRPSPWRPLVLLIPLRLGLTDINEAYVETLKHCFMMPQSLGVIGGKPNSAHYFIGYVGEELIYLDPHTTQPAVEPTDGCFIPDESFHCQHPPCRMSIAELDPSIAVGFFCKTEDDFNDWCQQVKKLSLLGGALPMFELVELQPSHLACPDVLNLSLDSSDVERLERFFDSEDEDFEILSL
SENP6 inh = inhibitors of human SENP6 protease. Recombinant SENP6 catalytic domain, aminoluciferin luminescence. inhibition, % at 10 µM. AID 2599. 330,000 tested, 1.8% active. Q9GZR1;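 active = inhibition above about 50% at the single tested dose, limit read from the data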;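 note: plate controls were DMSO wells with enzyme for no effect and DMSO wells lacking enzyme for full effect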
GRIN3A LBD mod = modulators (binders) of human NR3A ligand-binding domain | 340,000 tested, 2.5% active | NR3A LBD differential scanning fluorimetry, Tm shift; 0% = protein alone, 100% = glycine-bound protein | AID 1259313 | Tm shift relative to glycine control, % at 25 µM;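 active = melting temperature shift of at least 10% of the positive control shift, at one fixed dose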
HKDC1 inh = blocks human hexokinase HKDC1 activity; Q2TB90; recombinant HKDC1, G6PDH/diaphorase resazurin coupled fluorescence; inhibition, % at 20 µM; 340,000 tested, 0.16% active; AID 493160;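 active = inhibition above about 35% when tested at 20 µM, limit read from the data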;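 note: plate controls were DMSO wells with enzyme for no effect and DMSO wells lacking enzyme for full effect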
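Test system: recombinant HKDC1 (HK5) hexokinase enzyme, produced in-house / Doses: 20 µM test compound, 1% DMSO / Timing: 90 min, room temperature / Detection: G6PDH/diaphorase-coupled fluorescence, 1 mM NADP, 100 µM resazurin, 525/613 nm / Control set: DMSO wells with and without enzyme mix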
The depositor's hits bear a star; / = not tested or not shown.

#	Molecule	PfG6PD inh	SENP8 block	MPTP inh	SENP7 block	ATG4B inh	SENP6 inh	GRIN3A LBD mod	HKDC1 inh
1	Cc1cc(N2CCN(C)CC2)ccc1NC(=O)c1cccc(S(=O)(=O)N2CCc3ccccc3C2)c1	0	24	92*	5	-1	-11	-5	-4
2	O=C(NC1CCC1)C1CCC(=O)N(Cc2cccc(F)c2)C1 (centres undefined)	-7	9	-1.0	7	2	-13	-1	-5
3	O=C1C2Sc3[nH]c(=O)sc3C(c3ccccc3)C2C(=O)N1c1ccc(Cl)cc1 (centres undefined)	-29	14	-0.9	-11	0	-10	-4	-4
4	CC(=O)N1CCc2cc(S(=O)(=O)N3CCc4ccccc4C3)ccc21	0	1	-0.8	1	-9	-22	0	-6
5	CCOC(=O)c1c(C)n(S(=O)(=O)c2ccc(C)cc2)c2ccc(O)c(C(=O)O)c12	-58	10	0.7	3	-15	2	-10	-1
6	COc1ccc(-c2nc(CS(=O)CC(=O)NCCCN3CCCC(C)C3)c(C)o2)cc1OC (centres undefined)	-14	3	-1.9	10	4	1	9	3
7	Cc1nc(SCc2ccccc2)c(C(F)(F)F)c(=O)[nH]1	-32	4	2.2	-9	3	-26	5	-2
8	CC(C)(C)C(=O)Nc1nnc(SCC(=O)NC2CCCCC2)s1	-1	12	-0.1	2	-3	12	2	-5
9	O=C(Nc1cc2c3c(c1)CC(=O)N3CCC2)c1ccc(F)cc1	8	6	0.1	-4	5	4	0	0
10	CCC1C(=O)N=C(SCC(=O)Nc2ccc(Br)cn2)NC1=O (centres undefined)	5	13	-0.2	1	-9	5	0	-16
11	CCc1ccc2c(CC(=O)Nc3cccc(S(=O)(=O)N4CCOCC4)c3)coc2c1	10	-16	1.4	-9	-19	-11	4	0
12	O=c1c2ccccc2nc(-c2ccccc2)n1/N=C/c1ccc([N+](=O)[O-])cc1	13	28	0.9	-6	18	-3	1	-24
13	O=C(COc1ncnc2cc([N+](=O)[O-])ccc12)NCc1ccc2c(c1)OCO2	5	-70	-2.5	0	-6	2	-4	-2
14	Cc1cc(NC(=O)CCC(=O)N(C(C(=O)NC(C)(C)C)c2ccccc2Cl)C(C)(C)C)no1 (centres undefined)	6	4	-0.6	-10	-1	-20	-2	-5
15	COc1ccc(/C=N/NC(=O)c2ccc(=O)n(C)c2)cc1OC	11	-26	-0.2	-1	-3	-13	-3	-14
16	S=C1SCN(CC2CC2)CN1CC1CC1	13	18	0.2	-4	3	-29	-4	-7
17	CC1CCCCC1NC(=O)COC(=O)c1ccccn1 (centres undefined)	-20	12	0.3	-1	-8	-6	1	3
18	O=C(CCCCCNC(=O)N1CCn2c1nc1ccccc12)NCc1ccc(Cl)cc1	10	10	-1.6	0	-4	-6	-1	5
19	CN(C(=O)C1CCC(=O)N(CCCN2CCCC2=O)C1)C(C1CC1)C1CC1 (centres undefined)	11	7	-2.0	6	0	15	-3	-2
20	CCCCOc1ccccc1-c1cc(C(=O)O)[nH]n1	-21	12	-1.9	4	1	-8	0	-2
21	CCSC1=C(C#N)C2(CCCC2)C(C#N)=C(N)N1	-14	-69	0.1	5	-4	-16	-2	5
22	O=C(Nc1ccc(NC(=O)c2ccccc2F)cn1)c1ccco1	-19	-3	0.3	32	14	37	-15	2
23	CC1=C(C(=O)Nc2ccc(C)cc2)C(c2ccc(N(C)C)cc2)NC(=O)N1 (centres undefined)	-7	-10	-2.5	4	-5	8	1	8
24	COc1ccccc1Oc1ccc2c(c1)C(=O)N(c1ccc(O)cc1)C2=O	-11	27	3.0	-1	-3	-17	-2	-5
25	COc1cccc(NC(=O)NC2CCCCCCC2)c1	-7	15	2.9	-16	16	-8	-7	0

A few values from the list:
entry 5 in ATG4B inh is entered as -15
entry 1 in SENP6 inh is entered as -11
entry 8 in PfG6PD inh is entered as -1

(list continues)
#	Molecule	PfG6PD inh	SENP8 block	MPTP inh	SENP7 block	ATG4B inh	SENP6 inh	GRIN3A LBD mod	HKDC1 inh
26	CCOC(=O)c1c(-c2ccccc2)n(C)c2ccc(O)cc12	-12	-290	0.6	-3	-2	14	3	-9
27	O=S(=O)(NCc1ccccn1)c1ccc(Cl)s1	-9	2	-7.8	2	-2	10	4	-7
28	CSC1=C(C#N)C(c2ccccc2C)C(C#N)=C(N)N1 (centres undefined)	-34	15	2.8	-5	15	8	-11	-15
29	Cc1nn(CCCC(=O)NC2CCC(C)CC2)c(=O)c2nn(-c3ccccc3)c(C)c12 (centres undefined)	-5	9	0.1	-2	2	13	1	-3
30	CC(=O)NC(CC(=O)NCCc1ccccc1)c1ccccc1 (centres undefined)	0	4	-0.4	-1	-14	10	1	-3
31	CS(=O)(=O)N(Cc1ccc(C(=O)NN=C2CCCCCC2)cc1)c1ccccc1	-10	14	-1.7	-1	2	-23	13*	-4
32	CC(O)CNc1cnccn1 (centres undefined)	-16	-291	0.7	-5	-3	-29	0	-10
33	COc1ccc(-n2nc(C(=O)NCC(=O)N3CCN(c4ccccc4)CC3)c3ccccc3c2=O)cc1OC	0	-42	-0.5	3	-9	-2	-1	-5
34	Clc1ccccc1C(c1ccccc1)(c1ccccc1)n1ccnc1	-5	-7	-0.6	1	7	4	-7	0
35	Cc1cc(OCC(=O)NCC2CCC(C(=O)O)CC2)c2c(C)cc(=O)oc2c1 (centres undefined)	4	-182	0.2	-9	-31	-4	2	-3
36	CC(C)(C)c1nnc(SCC(=O)c2ccccc2)n(N)c1=O	8	10	0.9	5	-10	7	-1	-9
37	CC1CCN(S(=O)(=O)c2ccc3c(c2)N(CC(=O)NCCCN2CCCCC2)C(=O)CS3)CC1	-4	5	0.6	-2	5	-10	0	-2
38	COc1cc(C#Cc2c(-c3cncn3C)n(C)c3ccc(-c4cnc(OC)nc4)cc23)cc(OC)c1	7	-438	1.9	-11	-2	-14	-9	4
39	O=c1cc(CSc2ccccn2)c2ccccc2[nH]1	18	4	1.1	2	-2	-6	0	2
40	Cc1ccc(SCc2cc(=O)[nH]c(N3CCOCC3)n2)cc1	-2	24	-2.5	3	7	-5	1	-2
41	COc1cccc(Nc2ccc(-n3ccnc3)nn2)c1	-7	24	-0.8	-10	-1	-12	-12	5
42	CCOC(=O)c1csc(NC(C)=O)n1	-8	4	0.0	1	-4	-3	0	-9
43	CN(NC1CC(=O)N(c2ccccc2)C1=O)c1ccccc1 (centres undefined)	-3	25	-0.3	/	6	/	1	-2
44	COC(=O)Cn1c(CN(C)Cc2ccccc2)nc2c1c(=O)n(C)c(=O)n2C	-18	11	5.4	12	5	14	-1	2
45	Cc1cc(C)n(C2CC(=O)N(c3ccc(Cl)c(Cl)c3)C2=O)n1 (centres undefined)	-9	22	8.5	9	-3	-3	1	-1
46	Cn1cc(C(=O)NCc2cccs2)c(=O)c2cc(S(=O)(=O)N3CCCC3)ccc21	-6	10	1.1	/	-11	/	-6	-6
47	CN(C)C(CNC(=S)Nc1ccc(Cl)cc1)c1cccnc1 (centres undefined)	-8	11	3.0	-6	-4	12	-2	-6
48	O=C(NCc1ccccc1)C(=O)NCC(c1ccco1)N1CCOCC1 (centres undefined)	-8	16	5.0	1	1	15	1	3
49	COc1ccc2nc(SCC(=O)NC3CCCC3)c(C)cc2c1	-39	2	-2.0	3	7	11	-2	4
50	Oc1ccc(/C=N/Nc2ccnc3cc(Cl)ccc23)cc1O	-3	-395	17	-2	22	-20	21*	-3

Structures shown so far containing a thiophene ring, fused or not, in the order listed:
#	Molecule	PfG6PD inh	SENP8 block	MPTP inh	SENP7 block	ATG4B inh	SENP6 inh	GRIN3A LBD mod	HKDC1 inh
27	O=S(=O)(NCc1ccccn1)c1ccc(Cl)s1	-9	2	-7.8	2	-2	10	4	-7
46	Cn1cc(C(=O)NCc2cccs2)c(=O)c2cc(S(=O)(=O)N3CCCC3)ccc21	-6	10	1.1	/	-11	/	-6	-6

MPTP inh: entries above that show a hit
cpd	SMILES	PfG6PD inh	MPTP inh	SENP7 block	ATG4B inh	SENP6 inh	GRIN3A LBD mod	HKDC1 inh
1	Cc1cc(N2CCN(C)CC2)ccc1NC(=O)c1cccc(S(=O)(=O)N2CCc3ccccc3C2)c1	0	92*	5	-1	-11	-5	-4

Profiles, quoted from the list. Values in the order: PfG6PD inh	SENP8 block	MPTP inh	SENP7 block	ATG4B inh	SENP6 inh	GRIN3A LBD mod	HKDC1 inh
Cc1ccc(SCc2cc(=O)[nH]c(N3CCOCC3)n2)cc1 is listed as -2	24	-2.5	3	7	-5	1	-2
Oc1ccc(/C=N/Nc2ccnc3cc(Cl)ccc23)cc1O is listed as -3	-395	17	-2	22	-20	21*	-3

Following part.
#	Molecule	PfG6PD inh	SENP8 block	MPTP inh	SENP7 block	ATG4B inh	SENP6 inh	GRIN3A LBD mod	HKDC1 inh
51	Nc1cccc(Oc2ccc([N+](=O)[O-])cc2)c1	15	15	0.0	-3	2	-2	3	-3
52	COc1cccc(-c2nn(-c3ccc(C)cc3)cc2C(=O)N2CCc3cc(OC)c(OC)cc3C2)c1	7	-34	-3.1	10	-15	-21	-1	0
53	COc1ccccc1C1CCN(Cc2ccccc2Cl)CC1	18	17	0.1	1	-7	-21	4	-1
54	Cc1oc(C(C)(C)C)cc1C(=O)NC1CCN(Cc2ccccc2)CC1	-5	12	-1.4	1	-1	-13	1	-3
55	CCCc1c(O)c2ccccc2[nH]c1=O	-17	-40	-0.7	0	-3	-2	-1	-5
56	COc1ccc(S(=O)(=O)Nc2ccccc2-c2nc3ccccc3[nH]c2=O)cc1	11	-17	-0.8	2	-1	4	-2	-5
57	COc1cc2[nH]c(C(=O)N(C)C3CCS(=O)(=O)C3)cc2c(OC)c1OC (centres undefined)	-2	-41	-0.2	1	4	-4	-3	-3
58	Cc1ccc2c(c1)C1CN(C)CCC1N2C(=S)NC(=O)c1ccc(Cl)cc1Cl (centres undefined)	-7	10	1.6	-2	-4	-15	2	2
59	O=C(NCC(=O)N(Cc1ccc(F)cc1)C(C(=O)NC1CCCC1)c1ccco1)c1ccco1 (centres undefined)	13	22	1.1	8	-5	3	1	1
60	CCOc1ccc(NC(=O)N(C2CCCC2)C2CCN(C(C)=O)CC2)cc1	-11	10	-1.1	15	11	-2	3	-7
61	Cc1nn2c(N)c(-c3ccccc3)cnc2c1-c1ccccc1	12	-493	1.6	3	-4	-1	1	-8
62	NC(=O)c1nsc(C(=O)N(c2ccc3c(c2)OCCO3)C(C(=O)NCC2CCCO2)c2ccc(F)cc2)c1N (centres undefined)	9	-272	0.2	7	-6	-6	0	0
63	Cc1ccc(OCC(=O)N(Cc2nnc(-c3ccccc3Cl)o2)C2CC2)cc1C	2	-8	1.6	3	0	-23	2	-1
64	Cc1ccc(-c2nnc(COC(=O)c3cccs3)o2)cc1	-2	-2	-1.1	72*	6	78*	0	-5
65	CC(/C=N/NC(=O)c1ccncc1)=C\c1ccccc1	-25	1	-0.6	5	-3	-5	-1	-4
